TROY signal inh: blocks TROY-dependent signaling in reporter cells; Q293 LMP1-TROYcd NF-kB luciferase reporter, 4 h; inhibition, % at 10 µM; 360,000 tested, 0.98% active; AID 1347056;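 active = compounds whose plate-normalised and pattern-corrected inhibition of the luciferase reporter signal at the single screening dose is 50% or more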
TLR9-MyD88 block: TLR9-MyD88 interaction inhibition | CHO BLA complementation TLR9-MyD88, CCF4 FRET ratio | 340,000 tested, 0.21% active | inhibition, % at 4.98 µM | AID 504734;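 active = inhibition above the mean over all tested compounds plus 3 SD, cut at about 21% in these data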;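 note: 0% = DMSO only wells and 100% = clavulanate BLA inhibitor control wells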
NCOA3 inh: human NCOA3 inhibition; 360,000 tested, 0.17% active; inhibition, % at 3.6 µM; HEK293 GAL4-SRC3 luciferase reporter, luminescence; AID 588352; Q9Y6Q9;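 active = inhibition above a per-campaign cutoff, the mean of all compounds plus 3 SD, cut at about 60% in these data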;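 note: 0% = DMSO-treated cells and 100% = gossypol-treated cells at 36 µM; higher means less SRC3-driven luciferase light from the GAL4 reporter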
NCOA1 inh: human NCOA1 inhibition | Q15788 | HEK293 GAL4-SRC1 luciferase reporter, luminescence | inhibition, % at 3.6 µM | 360,000 tested, 0.12% active | AID 588354;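 active = inhibition above the campaign mean plus 3 SD, with each screening campaign given its own cutoff, cut at about 60% in these data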;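 note: 0% = DMSO treated cells and 100% = gossypol at 36 µM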
NCOA2 inhibitor: inhibits human steroid receptor coactivator 2; Q15596; HEK293 GAL4-SRC2 luciferase reporter, luminescence; inhibition, % at 9 µM; 370,000 tested, 0.17% active;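 active = inhibition above the mean inhibition of all tested compounds plus 3 SD, set per campaign, cut at about 52% in these data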;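 note: 0% = DMSO treated cells and 100% = cells given Gossypol at 36 µM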
TWEAK Fn14 block: blocks TWEAK-Fn14 interaction in a reporter cell assay; TWEAK-stimulated Fn14 reporter cells, luciferase luminescence, 8 h; inhibition, % at 10 µM; 360,000 tested, 2% active; AID 1159606; in the data active = inhibition above about 50%
NOD2-RIPK2 inh: blocks binding of human NOD2 to RIPK2 | inhibition, % at 4.98 µM | 360,000 tested, 0.38% active | AID 624267 | CHO BLA complementation NOD2-RIPK2, CCF4 ratio; in the data active = inhibition above about 21%;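 note: 0% = vehicle only and 100% = reference blocker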
Target sequence (O43353 whole entry, looked up): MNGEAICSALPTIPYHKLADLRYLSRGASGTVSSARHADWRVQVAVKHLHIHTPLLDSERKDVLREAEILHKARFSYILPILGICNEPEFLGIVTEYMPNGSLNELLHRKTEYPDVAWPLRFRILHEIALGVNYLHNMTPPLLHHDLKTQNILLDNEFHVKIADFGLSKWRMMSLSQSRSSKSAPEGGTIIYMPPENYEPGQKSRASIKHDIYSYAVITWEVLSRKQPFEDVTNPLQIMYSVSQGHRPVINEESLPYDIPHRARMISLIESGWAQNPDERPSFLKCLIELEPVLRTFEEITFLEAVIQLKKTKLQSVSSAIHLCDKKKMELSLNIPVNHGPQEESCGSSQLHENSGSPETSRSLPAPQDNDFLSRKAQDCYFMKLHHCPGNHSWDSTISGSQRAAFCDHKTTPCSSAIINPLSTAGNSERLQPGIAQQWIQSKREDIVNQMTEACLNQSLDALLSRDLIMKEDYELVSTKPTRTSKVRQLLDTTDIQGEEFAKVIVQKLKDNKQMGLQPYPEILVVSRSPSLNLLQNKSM
Exocytosis inh: blocks lytic granule exocytosis. TALL-104 LAMP-1 surface exposure, flow cytometry; cells stimulated with thapsigargin and PMA. inhibition, % at 10 µM. 360,000 tested, 0.66% active. AID 651702;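 active = inhibition above about 55%, limit read from the data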
NR2F2 inh: blocks human COUP-TFII nuclear receptor | P24468 | HEK293T NGFI-A luciferase reporter, luminescence | inhibition, % at 8.6 µM | 370,000 tested, 0.7% active | AID 686940;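 active = inhibition above a per-plate cutoff, mean inhibition of test wells between control levels plus 3 SD, cut at about 38% in these data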;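 note: cells cotransfected with COUP-TFII expression vector driving the NGFI-A reporter; 0% = median of COUP-TF2 test wells and 100% = reporter-only cells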
Target sequence (P24468 whole entry, looked up): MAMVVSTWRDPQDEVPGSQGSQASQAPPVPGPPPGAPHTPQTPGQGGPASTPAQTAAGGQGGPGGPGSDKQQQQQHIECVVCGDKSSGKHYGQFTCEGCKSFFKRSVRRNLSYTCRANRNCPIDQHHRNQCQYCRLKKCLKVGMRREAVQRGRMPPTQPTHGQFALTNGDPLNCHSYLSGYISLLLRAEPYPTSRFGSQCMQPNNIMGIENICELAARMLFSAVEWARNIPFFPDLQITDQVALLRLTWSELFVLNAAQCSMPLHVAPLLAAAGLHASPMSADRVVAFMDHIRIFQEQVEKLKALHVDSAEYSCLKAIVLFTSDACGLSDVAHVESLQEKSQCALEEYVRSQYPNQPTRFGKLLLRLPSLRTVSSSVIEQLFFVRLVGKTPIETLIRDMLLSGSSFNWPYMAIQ
NR5A2 inv ag: suppresses constitutive activity of human LRH-1 | HEK293T StAR-luciferase reporter, LRH-1 transfected, 24 h | AID 602396 | 360,000 tested, 0.13% active | inhibition, % at 3.6 µM | O00482;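 active = inhibition above the mean inhibition of all tested compounds plus 3 SD, cut at about 73% in these data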;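 note: 0% = DMSO wells and 100% = reporter-only cells lacking LRH-1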
ABHD5 PLIN5 PPI: blocks binding of human ABHD5 to perilipin-5. Split G. princeps luciferase complementation, luminescence, 4 h. inhibition, % at 4 µM. 360,000 tested, 0.78% active. Q00G26+Q8WTS1;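 active = inhibition above the mean inhibition across every tested compound plus 3 SD, cut at about 22% in these data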;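 note: 0% = DMSO only wells and the 100% control is not disclosed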
The depositor's hits bear a star; · = no result given. Not all compounds are listed; rates above refer to the full screens.

SMILES	TROY signal inh	TLR9-MyD88 block	NCOA3 inh	NCOA1 inh	NCOA2 inhibitor	TWEAK Fn14 block	NOD2-RIPK2 inh	Exocytosis inh	NR2F2 inh	NR5A2 inv ag	ABHD5 PLIN5 PPI
O=C(NCc1ccccc1)c1c[nH]c2ccccc2c1=O	-24	7	9	-3	-6	-14	-7	-2	10	-5	4
Cc1ccc2c(c1)N(CC(=O)Nc1nccs1)C(=O)CO2	0	-5	-3	23	-6	-9	0	-1	-3	20	7
O=C(CCC1CCCN(C(=O)c2cc(F)ccc2F)C1)N1CCN(c2ccccn2)CC1 (stereo not given)	-1	-5	-9	12	-7	20	10	-7	17	5	-1
Cc1cc(C(=O)Nc2ccccc2[N+](=O)[O-])cs1	-37	-10	-37	-24	-23	-5	8	0	-45	-33	-2
O=C1CCCN1CC(=O)N1CCCC(Nc2cccc(F)c2)C1 (stereo not given)	-1	0	-7	-7	23	11	-17	26	-3	3	3
O=C(Nc1nccs1)c1cccc(S(=O)(=O)N2CCOCC2)c1	-8	1	8	-3	5	3	6	2	3	8	4
c1ccc(COc2cccc(CN3CCc4ccccc4C3)c2)cc1	-24	-10	6	-8	8	7	11	0	-16	-16	5
CCCCNC(=O)c1ccc(/C=C2\Oc3ccccc3N(C)C2=O)cc1	-23	2	18	16	-1	-20	-5	-1	-4	-12	-1
COc1ccc(Cc2nc3ccc(C(=O)N4CCCCC4CO)cc3o2)cc1OC (stereo not given)	14	7	1	-9	3	-2	-5	5	21	-4	-5
COc1ccc(Cl)cc1-c1n[nH]c(=S)n1C	11	-4	-4	-4	-29	-4	9	16	-27	-9	-4
COC(=O)c1ccc(S(=O)(=O)N2CCCC2)o1	9	1	5	-11	0	14	13	0	-3	12	-4
COC(=O)C(NC(=O)c1ccco1)(Nc1nc(C)cs1)C(F)(F)F (stereo not given)	-3	7	28	-3	2	-3	4	0	-1	-9	-5
CN(Cc1ccccc1)Cc1nc2c(c(=O)n(C)c(=O)n2C)n1CCc1ccccc1	2	5	-2	0	0	-44	9	-7	16	17	2
CC1(C)Cc2nc(-c3ccccc3)nc(SCC(=O)N3CCOCC3)c2CO1	-10	-5	-3	9	2	-4	-1	27	6	3	-7
O=S(=O)(c1ccccc1)N1CCN(c2ncnc3sc(-c4ccccc4)cc23)CC1	37	9	-12	-17	0	81*	-9	-2	-7	4	-10
COCc1cc(C)nc(Sc2nc3c(c(=O)n(C)c(=O)n3C)n2C)c1C#N	-19	1	-7	-23	-13	9	-7	6	6	-7	1
COc1ccccc1CNCC(=O)Nc1cc(S(=O)(=O)N2CCOCC2)ccc1Cl	6	7	24	-4	7	5	6	-4	13	11	-5
CCOc1ccc(N(CC(=O)NCCC2=CCCCC2)S(=O)(=O)c2ccccc2)cc1	-3	7	16	-29	-2	-19	-7	0	-9	-10	-5
O=[N+]([O-])c1cc2ccccc2c(O)c1O	8	4	-1	-8	-19	-10	-1	3	-9	1	-51
COc1ccc(S(=O)(=O)N2CCC(C(=O)Nc3cccc(C(C)=O)c3)CC2)cc1C	20	-12	-17	-9	29	7	4	4	20	-8	-9
COc1ccc(-c2csc(N(Cc3ccccc3)C(=O)COc3ccc(Cl)cc3)n2)cc1	-8	3	9	5	5	-8	-5	2	2	11	2
COc1ccc(C(F)(F)F)cc1N/C=C/c1nnnn1-c1ccc(C)cc1	8	-9	6	10	-21	2	-10	-19	9	3	0
Cc1ccc(C)c(CN2CCSCC2)c1	22	0	-15	3	8	7	0	-5	-22	-2	-4
O=C1Nc2cc(C(=O)NCCCN3CCCC3)ccc2S/C1=C/c1cccc(Cl)c1	2	-1	-4	-3	-5	-11	2	14	-30	1	-6
COC(=O)CNC(c1ccccc1)c1cc(Br)ccc1NC(=O)CCN1CCOCC1 (stereo not given)	13	0	1	4	11	19	-8	78*	8	-9	18
CCOP(=O)(OCC)C(NC(=O)/C=C/c1ccc(OC)cc1)c1ccccc1 (stereo not given)	0	2	17	19	12	21	4	1	24	0	4
N#CC1(NC(=O)COC(=O)c2ncc(Cl)c(Cl)c2Cl)CCCCC1	-15	-5	-3	0	-20	6	-9	-2	15	19	-1
Cc1nc2ccccc2nc1OCC(=O)Nc1cc(C(F)(F)F)ccc1N1CCOCC1	10	-4	12	-7	-11	-6	3	5	-9	-7	6
C=CCOc1ccc(CNCC2CCCO2)cc1 (stereo not given)	-2	-4	-11	1	-7	-19	-11	6	2	-7	7
COc1cccc(N(CC(=O)Nc2ccccc2C)S(C)(=O)=O)c1	-5	-6	6	-8	-11	0	1	-2	-4	12	11
COc1cc(OC)nc(Oc2cc(C=O)ccc2OC)n1	8	-2	9	-4	-15	11	-10	2	-4	8	-4
CCCCN(CCCC)S(=O)(=O)c1ccc(C(=O)Nc2nnc(CSC)o2)cc1	30	-6	-7	-5	-22	9	1	3	-18	-15	7
COCCNc1cc(C)nc2cc(-c3ccc(C)cc3)nn12	-50	-3	-11	-24	-50	-17	0	9	-13	-4	0
Cc1cccc(C(=O)NCCC(=O)NCc2ccccc2Cl)c1	1	-8	19	-4	-36	7	-1	1	1	-6	-5
Cc1cc(C(=O)NC2CCCN(Cc3ccc(Cl)cc3)C2)c(C)o1 (stereo not given)	4	-8	-22	-3	-4	4	-4	2	4	-9	1
CC(C)C(NC(=O)c1ccc(Cl)cc1)C(=O)O (stereo not given)	0	2	0	-5	-27	1	-5	-3	13	-32	3
Cn1nc(-c2ccccc2)cc1NC(=O)c1ccc(Cl)cc1	-13	0	5	-5	-22	-14	5	10	-5	10	-2
O=c1cc(-c2ccccc2)n(S(=O)(=O)c2ccc3ccccc3c2)o1	-16	1	0	-20	11	-28	1	-1	2	-2	-5
CCc1cccc(NC(=O)COC(=O)c2c(-c3ccccc3)noc2C)c1	10	-7	1	1	-8	-11	5	-2	-3	14	-1
CCOC(=O)c1c(-c2ccc(Cl)cc2)cn2ccccc12	-3	-7	7	7	-15	8	-12	-3	-17	12	-11
CCn1c(CNC(=O)c2ccccc2Cl)cc2ccccc21	-21	15	-21	-33	-8	-12	-14	1	13	4	6
O=S(=O)(Cc1ccc(Cl)cc1)c1ccccc1-c1nnc(-c2ccccc2)o1	11	5	-14	-12	-24	22	-1	2	-8	0	0
COc1ccc(CNc2ccccc2SC)cc1OC	-48	-23	-25	-15	-7	-15	-11	3	-12	-24	3
COc1ccc2c(CN3CCN(C(C)=O)CC3)cc(=O)oc2c1	1	·	3	-27	-3	-15	2	-3	-5	2	2
COc1cc2c(cc1OC)C(C(=O)O)C(c1ccc(C)o1)N(C)C2=O (stereo not given)	7	-7	23	3	-8	-4	4	4	-8	8	2
Cc1ccc(S(=O)(=O)c2nc(-c3ccco3)oc2SCC(=O)NCC2CCCO2)cc1 (stereo not given)	-1	-9	6	-33	0	-1	2	89*	-8	-8	8
Cc1ccccc1NC(=O)Cn1nnc2c(cnn2-c2ccc(F)cc2)c1=O	-27	-21	-4	-6	-6	19	-6	-3	0	9	-2
CC(C)C(NS(=O)(=O)c1ccc2c(c1)OCCO2)C(=O)NCCc1ccccn1 (stereo not given)	-10	-2	13	3	9	-5	-2	1	23	-19	-9
CN1CCCCc2c1nc1c(c2N)CCCC1	4	2	0	-10	-13	7	-8	0	-5	8	3
c1ccc(C(Cc2nc(-c3cccnc3)no2)c2ccccc2)cc1	30	14	1	0	23	25	5	-2	20	0	-5
Cc1ccc2nsnc2c1NC(=O)c1ccc2c(c1)OCCO2	3	-7	10	-2	-1	7	7	6	0	-6	-9
OCCN(CC#CC(O)(c1ccccc1)c1cccc(F)c1)CCO (stereo not given)	14	-9	23	-6	6	4	-11	2	20	2	-2
COc1ccc(C(=O)N2CCN(c3nc4ccccc4o3)CC2)cc1OC	13	-13	8	8	5	6	-3	6	26	4	-3
N#CC1=C2Sc3ccccc3N2CCCC1=O	-3	-8	-17	-8	-24	-2	-13	0	5	11	5
C=CCn1cc(C(=O)NCc2cccnc2)c(=O)c2cc(S(=O)(=O)N(CC)CC)ccc21	9	-4	6	11	-9	-12	1	-3	8	17	-4
COc1ccc(CNC(=O)CCCn2nc(C)c3c(C)n(-c4ccc(C)cc4)nc3c2=O)cc1	-9	3	-1	3	-10	-7	-9	0	-6	19	3
CCOc1ccc(NC(=O)CSc2nc3nc(C)cc(C)n3n2)cc1	4	5	11	1	-10	-17	-1	-15	14	-8	4
CC(C)(C)OC(=O)[C@H](CCCCN)NC(=O)c1nc[nH]c1C(=O)N[C@@H](CCCCN)C(=O)OC(C)(C)C	0	-3	-5	-8	10	-3	-1	1	6	2	-7
NS(=O)(=O)c1cccc(NC(=O)CCCNC(=O)c2ccc(Cl)cc2)c1	-1	7	27	17	-6	-2	0	10	2	22	18
S=C(NCc1ccc2[nH]c3c(c2c1)CCCC3)Nc1ccccc1	7	5	1	5	-32	-11	7	-5	12	15	-6
(more compounds)
SMILES	TROY signal inh	TLR9-MyD88 block	NCOA3 inh	NCOA1 inh	NCOA2 inhibitor	TWEAK Fn14 block	NOD2-RIPK2 inh	Exocytosis inh	NR2F2 inh	NR5A2 inv ag	ABHD5 PLIN5 PPI
COc1cc(NC(=S)N(C)C)c(OC)cc1Cl	-17	·	17	9	13	-6	1	-9	-16	5	3
CCOC(=O)c1c(C)n(C)c2ccc(OCC(O)CN3CCC(C)CC3)cc12 (stereo not given)	-35	4	1	1	-18	-15	-9	5	-6	-16	1
O=C(Cc1nn[nH]n1)c1ccccc1O	-7	6	8	-11	-10	-4	3	-3	9	17	1
CC1CC(Nc2ccccc2)c2ccccc2N1C(=O)c1ccncc1 (stereo not given)	-4	-2	0	-35	9	1	-44	0	8	-8	-6
Cn1nc(-c2ccccc2)cc1NC(=O)C1CCCCC1	-36	1	-7	-25	-28	-8	-14	-3	-28	6	-7
O=C(COC(=O)c1ccccc1O)NC1CCCc2ccccc21 (stereo not given)	6	-2	7	-10	10	-2	-1	-1	-4	-9	-6
O=C(CC[C@H]1O[C@@H](n2ccc(=O)[nH]c2=O)[C@H](O)[C@@H]1O)N[C@H](Cc1ccccc1)C(=O)NCCCc1ccccc1	7	·	-8	-33	-10	-8	2	-3	-8	-16	-7
CCOc1ccc(CCN2C(=S)N([C@@H](Cc3ccccc3)CN3CCC[C@@H]3CN3C(=S)NC[C@@H]3CC(C)C)C[C@@H]2Cc2ccccc2)cc1	2	·	·	·	3	33	2	-3	17	9	2
COC(=O)CNc1nc(OC)nc(N(C)C)n1	2	5	-30	-21	·	-2	3	-3	·	-11	2
COc1cc(NC(=O)c2ccco2)c(OC)cc1NC(=O)CSc1nnc(-c2cccs2)n1C	-2	-8	10	6	2	17	-10	-2	3	35	1

Screening data (PubChem BioAssay)
